Screening data deposited in PubChem BioAssay by National Center for Advancing Translational Sciences (NCATS).
PKM2 activator: increases activity of human pyruvate kinase M2. purified PKM2, Kinase-Glo ATP luminescence, activation; response scale: 0% is enzyme alone, no compound. Potency, µM (top dose mostly 57.5 µM), for inactives: top-dose activation, usual class: activators. 260,000 tested, 0.34% active; further: potency means the concentration at half of the fitted maximal effect; on the % scale 0 is the no-effect control and ±100 the full control effect; nearly all actives have a fitted effect of over 55% in size
Target sequence (P14618 whole entry, looked up): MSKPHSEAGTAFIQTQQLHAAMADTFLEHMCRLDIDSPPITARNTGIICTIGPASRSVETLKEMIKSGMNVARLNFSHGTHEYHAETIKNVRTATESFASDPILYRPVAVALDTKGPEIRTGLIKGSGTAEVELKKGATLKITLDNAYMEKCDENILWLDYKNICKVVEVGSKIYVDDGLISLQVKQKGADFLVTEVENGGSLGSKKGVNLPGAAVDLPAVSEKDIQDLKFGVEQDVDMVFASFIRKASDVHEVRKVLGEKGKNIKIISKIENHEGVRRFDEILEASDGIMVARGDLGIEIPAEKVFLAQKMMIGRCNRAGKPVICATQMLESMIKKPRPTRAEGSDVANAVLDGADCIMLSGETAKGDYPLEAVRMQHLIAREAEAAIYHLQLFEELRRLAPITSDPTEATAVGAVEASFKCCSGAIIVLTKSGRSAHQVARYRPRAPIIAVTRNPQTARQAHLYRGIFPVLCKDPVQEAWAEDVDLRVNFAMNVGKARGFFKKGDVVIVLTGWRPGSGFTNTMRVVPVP
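ATP formation by purified human PK-M2, quantified via coupled luciferase luminescence after 1 h at room temperature with 0.1 mM ADP and 0.5 mM PEP final.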
Giardia killer: kills Giardia lamblia; Giardia lamblia trophozoite viability; activity change, % at 7.66 µM, hits read low; 340,000 tested, 0.15% active; AID 540267; in the data active means activity change below about -80%; inconclusive means between about -30% and that limit;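 further: parasites exposed to compound for two days anaerobically before the ATP read; on the % scale 0 is the no-effect control and ±100 the full control effect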
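Giardia trophozoites, 100 cells per well, were exposed to compounds for 48 hrs at 37 deg C under anaerobic conditions; viability was then read as ATP content by bioluminescence after 15-30 min at room temperature.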
a7 integrin act: activators of alpha7 integrin expression for muscular dystrophy; alpha7betagal myoblasts, beta-gal FDG fluorescence, 48 h; Potency, µM (titrated, usually from 38.3 µM), for the others: at the highest dose activation, hits mostly activators; 350,000 tested, 0.064% active;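 further: potency means the concentration at half of the fitted maximal effect; 100% = response of the positive control SU9516; nearly all actives have a fitted effect of over 60% in size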
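alpha7betagal+/- myoblasts (passage 13, 250/well) treated 48 h at 37C with compounds at 1:260 dilution of DMSO stock. Lysed, then beta-galactosidase activity read as FDG fluorescence (ex 480/em 540) after 30 min, with pre-read for autofluorescence.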
Coupling enz: counter-screen for Giardia aldolase inhibitors: coupling enzyme system; AID 2472; 290,000 tested, 0.67% active; coupling enzyme system counterscreen, AmpLite Red fluorescence; activity change, negative = inhibition, % at 58.2 µM, hits read low; in the data active means activity change below about -30%; further: on the % scale 0 is the no-effect control and ±100 the full control effect
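Activity here indicates interference with the coupling reaction, not aldolase inhibition. Compounds at 57.5 uM final met coupling enzymes for 10 min at RT; substrate and AmpLite Red detection followed, with a 525/598 nm fluorescence read after 20 min.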
ASM inhibitor: blocks human secretory acid sphingomyelinase; Potency, µM (highest dose often 57.5 µM), for inactives: at the top dose activity change, negative = inhibition, actives largely listed as inhibitors; placental ASM, HMU-PC fluorogenic substrate, 60 min; 340,000 tested, 0.006% active; AID 504937; further: potency means the concentration at half of the fitted maximal effect
Target sequence (P17405 47-631 limits assumed): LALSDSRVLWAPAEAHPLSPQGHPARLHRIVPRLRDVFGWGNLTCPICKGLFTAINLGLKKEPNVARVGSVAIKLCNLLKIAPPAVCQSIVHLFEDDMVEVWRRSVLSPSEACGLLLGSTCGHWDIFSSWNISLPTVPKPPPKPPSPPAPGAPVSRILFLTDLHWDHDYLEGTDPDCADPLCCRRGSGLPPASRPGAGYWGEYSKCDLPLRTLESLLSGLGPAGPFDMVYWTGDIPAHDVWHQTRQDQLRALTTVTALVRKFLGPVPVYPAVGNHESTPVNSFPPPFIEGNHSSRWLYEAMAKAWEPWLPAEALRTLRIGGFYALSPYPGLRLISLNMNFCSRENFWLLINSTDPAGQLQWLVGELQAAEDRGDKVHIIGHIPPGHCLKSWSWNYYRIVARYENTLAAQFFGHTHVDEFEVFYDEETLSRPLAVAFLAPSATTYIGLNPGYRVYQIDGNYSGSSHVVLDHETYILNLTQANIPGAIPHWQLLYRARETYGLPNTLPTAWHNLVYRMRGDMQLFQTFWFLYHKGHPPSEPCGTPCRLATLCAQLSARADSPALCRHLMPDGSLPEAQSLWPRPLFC
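Steps: dispense placental human ASM, pin compound, wait 10 min at room temperature, add HMU-PC0 substrate at 9 uM final, incubate 60 min at 37 °C, add stop solution raising pH to 10, read fluorescence.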
Menin MLL FP TR: menin-MLL binding inhibition, Texas Red mutant peptide | 270,000 tested, 0.23% active | O00255 | Potency, µM (titrated, usually from 61.6 µM), for the others: at the highest dose FP activity change, negative = inhibition, most hits filed as inhibitors | Menin + Texas Red MLL mutant peptide, fluorescence polarization; active means well fitted inhibition curve with a large enough effect in the polarisation, with a control signal flat, not every such curve was filed as active; inconclusive means small, poorly fitted or top-dose-only effect, or effect the other way, or a change in a side signal; inactive means no such curve, though single readings can be large or run the other way; the % refers to the polarisation; further: potency means the concentration at half of the fitted maximal effect; % of control where 0% means no effect; many of its hits are not listed in these tables
PTAP TSG101 blk: blocks PTAP/TSG101 interaction to inhibit HIV-1 budding; Q99816; Fluorescence polarization, FITC-PTAP peptide / Tsg101 binding; Potency, µM (highest dose often 115 µM), for inactives: at the top dose activity change, negative = inhibition, usual class: inhibitors; 340,000 tested, under 10 active; AID 493005; active means well fitted inhibition curve with a large enough effect in the main read-out, with a control signal flat, not every such curve was filed as active; inconclusive means small, poorly fitted or top-dose-only effect, or effect the other way, or a change in a side signal; inactive means no such curve, though single readings can be large or run the other way; further: potency means the concentration at half of the fitted maximal effect; % of control where 0% means no effect
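Fluorescence anisotropy tracks displacement of a FITC-tagged PTAP peptide (50 nM) from the Tsg101 binding domain (10 uM), following a 20 min room-temperature incubation at pH 7.5.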
Tb PFK inh: blocks T. brucei phosphofructokinase. O15648. AID 485367. Potency, µM (series often up to 57.5 µM), for inactives: at the highest dose activity, negative = inhibition, actives largely listed as inhibitors. 330,000 tested, 0.17% active. T. brucei PFK, ADP-Glo luminescence;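 further: potency means the concentration at half of the fitted maximal effect; 0% = uninhibited 1x PFK enzyme wells and -100% = no-enzyme wells; nearly all actives have a fitted effect of over 60% in size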
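ADP-Glo luminescence quantified ADP after 45 min at room temperature, with 1.25 nM T. brucei PFK, 0.1 mM ATP and 0.5 mM fructose-6-phosphate in pH 8.0 TEA buffer. qHTS titrations up to 57 µM; curves classified by quality.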
GALK inh: blocks human galactokinase activity | Purified GALK, Kinase-Glo residual ATP luminescence | Potency, µM (doses to about 57.5 µM), for inactives: at the highest dose activity change, negative = inhibition, usual class: inhibitors | 270,000 tested, 0.007% active | AID 1868; further: potency means the concentration at half of the fitted maximal effect; on the % scale 0 is the no-effect control and ±100 the full control effect
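Galactose (100 uM) and ATP (35 uM) were turned over by 5 nM GALK for 1 h at RT. Kinase-Glo Plus then converted the remaining ATP into a luminescent signal.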
B2AR arrestin: recruits beta-arrestin to the human beta2-adrenergic receptor; 330,000 tested, 0.02% active; Potency, µM (top dose mostly 46.1 µM), without a hit: at the highest dose activation, most hits filed as activators; AID 492947; beta-arrestin recruitment to beta2AR, cell-based reporter;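 further: potency means the concentration at half of the fitted maximal effect; 0% = DMSO controls and full agonism = EC100 isoproterenol or metaproterenol; nearly all actives have a fitted effect of over 65% in size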
BCR signal inh: chronic active BCR signaling inhibition | 340,000 tested, 0.05% active | ABC-DLBCL IkBa-CBG/CBR reporter, luminescence ratio, 4 h | AID 493014 | Potency, µM (highest dose often 46.1 µM), for the others: at the top dose ratio change, negative = lower green/red ratio, most hits filed as inhibitors; active means well fitted inhibition curve with a large enough effect in the signal ratio, with a control signal flat, not every such curve was filed as active; inconclusive means small, poorly fitted or top-dose-only effect, or effect the other way, or a change in a side signal; the % refers to the signal ratio;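 further: potency means the concentration at half of the fitted maximal effect; plate controls were basal doxycycline-induced cells for no effect and cells given 10 µM MG132 for full effect; MG132 reads +100%, hits lower the ratio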
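TMD8 ABC-DLBCL cells carrying doxycycline-inducible green luciferase fused to IkappaBalpha plus unfused red luciferase were exposed to compounds (up to 46 uM) for 4 hrs at 37C. Activity came from the overlap-corrected green/red luminescence ratio.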
An asterisk follows results filed as active; ? = inconclusive; . = not tested or not shown; & = joins results of further samples; [ ] = remark or other dose. Unless noted, the call rests on the fitted dose curve; in most records, active means well fitted curve in the direction sought with a large enough effect; inconclusive means small, poorly fitted or top-dose-only effect, or another doubt; inactive means no such curve, though single readings can be large; an effect the other way counts as inactive or inconclusive. These rows are one share of the data. The share of hits here may be higher or lower than overall.

| SMILES | PKM2 activator | Giardia killer | a7 integrin act | Coupling enz | ASM inhibitor | Menin MLL FP TR | PTAP TSG101 blk | Tb PFK inh | GALK inh | B2AR arrestin | BCR signal inh |
| --- | --- | --- | --- | --- | --- | --- | --- | --- | --- | --- | --- |
| CCOC(=O)C(C)On1c(-c2cccc(Cl)c2)nc2ccc([N+](=O)[O-])cc21 (stereo not drawn) | -12% | -2 | -24% | -19 | -9% | ? | -2% | -5% | -2% | -0.1% | ? |
| Cc1ccc(S(N)(=O)=O)cc1NC(=O)C1CC2CCC1C2 (stereo not drawn) | 0% | -8 | 25% | 3 | 4% | 4% | -4% | 0% | -2% | 0.5% | 4% |
| O=C(CNC(=O)C1CCCCC1)OCC(=O)c1ccc(F)cc1 | . | 30&7 | ? | . | 0% | . | -4% | 0% | . | -0.1% | 2% |
| O=C1NC(=S)N/C1=C/c1cccc2ccccc12 | . | 2 | 4% | 1 | 4% | ? | -4% | -8% | 7% | 0.8% | ? |
| O=C(c1ccco1)N1CCN(C(=O)c2ccccc2OC(=O)C23CC4CC(CC(C4)C2)C3)CC1 | 0% | 4 | 8% | 0 | 0% | -20% | 0% | 1% | -2% | -1.2% | -1% |
| CC(CN1CCCCC1)OC(=O)c1ccc(Cl)cc1Cl (stereo not drawn) | 6% | 11 | -1% | 1 | 3% | -12% | -3% | -5% | -1% | 0.0% | ? |
| Cc1ccc(C)c(OC(=O)c2cncc(Br)c2)c1 | -1% | -10 | -7% | 5 | -4% | 1% | -5% | 1% | 2% | -0.5% | 2% |
| CCOCCn1ccc2c(OCC(=O)NCc3ccccc3)cccc2c1=O | . | -6 | 5% | . | 3% | . | 0% | -4% | . | -0.7% | -2% |
| COC(=O)C(=C/C(C)=C/c1cccs1)C(=O)OC | -19% | ? | -31% | 0 | -1% | 2% | 0% | -6% | -1% | 0.3% | ? |
| COc1ccc(-c2cc(C(=O)N/N=C/c3ccc(OC)c(COCC(F)(F)C(F)F)c3)c3ccccc3n2)c(OC)c1 | -1% | -2 | -47%[inhibitor] | 0 | 12% | 9% | 1% | -1% | 1% | -0.3% | ? |
| CCOc1cc(C(=S)N2CCCC2)ccc1O | -1% | -15 | -1% | 6 | 0% | 13% | 1% | -4% | 4% | -0.6% | -2% |
| CCCCN(C(=O)CC1CCCC1)c1c(N)n(CCCC)c(=O)[nH]c1=O | . | 5 | 6% | . | 2% | . | -2% | -4% | . | 0.1% | -1% |
| C[C@@]12C(=O)N(c3ccc(Cl)cc3)C(=O)N1[C@@H]1c3ccccc3OC[C@@H]1[C@H]2c1ccccc1 | . | -9 | 10% | . | -7% | . | -2% | 5% | . | 0.2% | -2% |
| C=CCc1c(C)[nH]c2c(OC)cccc2c1=S | -19% | -18 | 15% | -2 | -4% | 1% | -3% | -13% | -1% | -0.7% | -3% |
| Cc1ccc(Nc2nnc(SCC3CCCCO3)s2)cc1 (stereo not drawn) | -6% | 2 | -8% | -7 | 3% | 14% | 0% | 0% | -1% | -0.3% | ? |
| N#CC1=C(N)Oc2cc(O)c(Cl)cc2C1c1cccnc1 (stereo not drawn) | 0% | -17 | 0% | 10 | 16% | -22% | -2% | -7% | -3% | -0.5% | 8% |
| O=C(/C=C/c1ccco1)NC(=S)Nc1ccccc1 | -1% | -19 | -25% | 1 | 1% | ? | 0% | -5% | 5% | 7.2% | -11% |
| O=C(CCN1CCCCCC1)Nc1cccc(Cl)c1 | -1% | -10 | 10% | 1 | 1% | 4% | -1% | -3% | 9% | 0.3% | 0% |
| CCOC(=O)N1CCC(N2Cc3cccc(C(=O)NC(C)c4ccc5c(c4)OCCO5)c3C2=O)CC1 (stereo not drawn) | 3% | 19 | -4% | -4 | -8% | -6% | -7% | 1% | 3% | 2.4% | -11% |
| O=Cc1cn(CCC(=O)O)nc1-c1cccc(Br)c1 | -3% | -1 | 31% | 0 | 0% | -10% | -4% | -2% | -1% | -1.0% | 5% |
| CCN(CC)C(=O)C1CCCN(Cc2nc(-c3cccs3)no2)C1 (stereo not drawn) | 7% | -19 | 2% | 0 | 2% | -11% | 0% | 7% | 0% | -0.4% | 4% |
| COc1cc2cnc(-c3ccccc3)c(-c3ccc(C(F)(F)F)cc3)c2cc1OC | . | -23 | 34% | . | ? | . | ? | -1% | . | 0.1% | -1% |
| Cc1ccc(-n2nc(C(=O)O)nc2-c2ccccc2)cc1 | -10% | -9 | 16% | 7 | -1% | -15% | -4% | 3% | 1% | -3.2% | 23% |
| Cc1cc(C)cc(N(C(=O)c2ccco2)C(C(=O)NC2CCCC2)c2ccncc2)c1 (stereo not drawn) | 1% | -22 | 0% | 0 | 8% | -14% | -1% | -10% | -2% | -0.6% | -9% |
| O=C(CCN1CCN(c2ccccc2)CC1)Nc1ccc(OCc2ccccc2)cc1 | -5% | -17 | -10% | 1 | -3% | 0% | -6% | -2% | 3% | 0.3% | ? |
| Clc1ccc(C2=NNC(=NCc3ccc4c(c3)OCO4)SC2)cc1 | ? | -17 | -37% | 0 | -9% | -5% | 1% | -1% | 0% | -0.4% | -1% |
| CCC(=O)c1ccc(OCC(O)CN(C)C2CCCCC2)cc1 (stereo not drawn) | -7% | -7 | 17% | 5 | 3% | -6% | -1% | 1% | 0% | -0.2% | -2% |
| CCCn1c(=O)c(C(=O)Nc2ncccc2O)c(O)c2ccccc21 | -1% | 13 | 2% | -12 | 2% | 22% | 0% | -1% | 1% | 0.1% | 7% |
| O=C1OCC/C1=C\c1ccccc1O | -3% | -14 | 3% | 3 | -3% | -5% | 35%[activator] | -2% | -2% | 0.0% | 7% |
| CN(C(=O)c1ccc2c(c1)OCO2)C1(C)CCS(=O)(=O)C1 (stereo not drawn) | . | -16 | 1% | . | 3% | . | 0% | 7% | . | -0.3% | -9% |
| O=C(Nc1nnc(COc2ccccc2)s1)Nc1ccccc1F | 0% | 7 | 19% | 2 | 4% | . | 0% | 1% | 0% | -0.6% | 8% |
| C=CCn1c(SCc2nc3cc(C(=O)OC)ccc3c(=O)[nH]2)nc2sc(CC)cc2c1=O | 1% | 15 | 21% | 0 | 0% | 9% | -1% | 0% | 1% | 0.4% | -4% |
| COc1cc(SC#N)ccc1N=Cc1c(C)[nH]n(-c2ccc(C)cc2)c1=O | -4% | -4 | -32% | 0 | -17% | ? | -1% | -9% | 1% | -0.1% | -6% |
| CCOC(=O)CCC(=O)NCc1ccc2c(c1)cc(C)n2C | 8% | 1 | -11% | -29 | 2% | . | -12% | -1% | 4% | -0.2% | 15% |
| Cc1ccccc1NC(=O)Cn1c(=O)sc2ccccc21 | -2% | 15 | 4% | 2 | 4% | -2% | -5% | -4% | -2% | 0.2% | ? |
| On1c(-c2ccccc2)nc2ccccc21 | -2% | 8 | -23% | 2 | 1% | . | 0% | -1% | -1% | 0.2% | 0% |
| Cc1cc(C)nc(N2C(=O)CC(C(C)c3ccccc3)C2=O)n1 (stereo not drawn) | 11% | -11 | -6% | 0 | 6% | 6% | 2% | 3% | 0% | -0.2% | 1% |
| COc1ccc(N(C(=O)CNS(=O)(=O)c2ccccc2)C(C(=O)NCc2ccco2)C(C)C)cc1 (stereo not drawn) | 1% | 2 | 6% | 1 | 7% | 2% | -4% | -2% | -4% | -0.1% | 6% |
| Cc1ccc(F)cc1N=Cc1c(O)c2ccccc2oc1=O | -2% | -14 | -7% | -1 | 2% | -9% | 0% | -4% | 0% | 0.3% | ? |
| CCCc1nnc(NC(=S)Nc2ccccc2)s1 | -10% | 14 | 25% | 0 | -3% | -12% | -3% | -3% | 1% | 4.7% | ? |
| CN1C[C@@H]2C(c3ccccc3)C3(c4cccnc4)CC2(C3)[C@H]1c1ccccc1 (stereo partly drawn) | 4%&-1% | -4 | 33% | 3&1 | 0% | -3% | -6% | -4% | 5% | -0.3% | -7% |
| Cc1ccccc1-c1nnn(Cc2ccc(F)cc2Cl)n1 | . | 0 | -36% | 0 | -6% | 7% | -7% | 0% | -1% | 0.1% | -2% |
| COc1c(C=O)cc2c3c1CCCN3CCC2 | 8% | -11 | 6% | -2 | 41%[activator] | ? | 2% | 1% | 2% | -0.3% | -28% |
| COc1ccc(C2CC(c3ccc4ccccc4c3)=NN2C(=O)COC(=O)C2CCC(=O)N2)cc1 (stereo not drawn) | -2% | -10 | 5% | -4 | -26% | ? | -1% | 10% | 4% | 0.5% | -19% |
